Screening results (PubChem BioAssay)
eIF4E 4G PPI – eIF4E–eIF4G protein interaction inhibitors, primary screen, biochemical, uHTS, TR-FRET, eIF4GI fragment; Eukaryotic translation initiation factor 4E (Mus musculus) + Eukaryotic translation …; TR-FRET eIF4E-eIF4GI(517-606) binding, 2 h; inhibition, % at 21.7 µM; 220,000 tested, 0.37% active;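 active means inhibition above about 30%, limit read from the data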;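 further: 0% = full FRET control wells and 100% = background wells lacking eIF4GI fragment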
EP2 mod – EP2 receptor modulators, cAMP readout, primary screen, cell-based, HTRF cAMP, PGE2 stimulation. AID 940, 2007. 260,000 tested, 0.83% active. EP2-expressing cells, cAMP HTRF FRET, PGE2 co-stimulation. induction, % at 25 µM. Prostaglandin E2 receptor EP2 subtype (Homo sapiens), P43116;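 active means compounds whose cAMP rise, as percent of the full-agonist control response, exceeds 60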;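 further: rat C6 glioma line stably carrying human EP2 under a CMV promoter; the protocol text gives 20 µM as final concentration; 100% = response of wells given 1 µM PGE2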
NPY Y1 blocker – NPY-Y1 receptor antagonists, primary screen, cell-based. HEK293-CNG Y1 cells, membrane potential fluorescence; NPY at EC95, then isoproterenol. inhibition, % at 3.6 µM. 200,000 tested, 1% active. AID 1040, 2008;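 active means inhibition above the campaign mean inhibition of all tested compounds plus 3 SD, cut at about 20% in these data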;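 further: 0% = DMSO wells given NPY plus isoproterenol and 100% = isoproterenol alone without NPY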
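Test system: HEK293 cells co-expressing NPY Y1 receptor and cyclic-nucleotide gated channel; Also added: NPY (25 nM), isoproterenol (1 µM), Ro 20-1724 (25 µM); Compound dosing: one concentration, 3.6 µM, in 0.4% DMSO; Timing: dye 3 h, compound 60 min room temperature, stimulation 45 min; Technique: Membrane-potential fluorescent dye readout.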
EP2 antag – human EP2 receptor antagonists, primary screen, TR-FRET cAMP, C6 glioma cells; Prostaglandin E2 receptor EP2 subtype (Homo sapiens), P43116; C6 glioma cells expressing human EP2; cells stimulated with saturating PGE2; inhibition, % at 25 µM; 260,000 tested, 0.52% active;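 active means percent inhibition above 40 after rounding to a whole number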;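 further: rat C6 glioma host cells with rolipram phosphodiesterase inhibitor present; the protocol text gives 20 µM as final concentration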
NPY-Y1 PAM-ag – NPY-Y1 receptor potentiators or agonists, primary screen, cell-based. activation, % at 3.6 µM. NPY-Y1 expressing cells, potentiator/agonist activation. AID 1304, 2008. 220,000 tested, 0.37% active; in the data active means activation above about 33%, passing the limit was not always enough;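 further: cells stimulated with NPY at EC10 then isoproterenol at EC100; 0% = low agonist plus stimulus and 100% = saturating agonist plus stimulus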
S1P4 ag – S1P4 receptor agonists, primary screen, cell-based; Sphingosine 1-phosphate receptor 4 (Homo sapiens), O95977; S1P4-expressing cell line, agonist reporter assay; activation, % at 4.98 µM; 220,000 tested, 0.35% active; AID 1509, 2009; in the data active means activation above about 11%;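 further: 0% = DMSO vehicle and 100% = reference agonist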
Target sequence (O95977 whole entry, looked up): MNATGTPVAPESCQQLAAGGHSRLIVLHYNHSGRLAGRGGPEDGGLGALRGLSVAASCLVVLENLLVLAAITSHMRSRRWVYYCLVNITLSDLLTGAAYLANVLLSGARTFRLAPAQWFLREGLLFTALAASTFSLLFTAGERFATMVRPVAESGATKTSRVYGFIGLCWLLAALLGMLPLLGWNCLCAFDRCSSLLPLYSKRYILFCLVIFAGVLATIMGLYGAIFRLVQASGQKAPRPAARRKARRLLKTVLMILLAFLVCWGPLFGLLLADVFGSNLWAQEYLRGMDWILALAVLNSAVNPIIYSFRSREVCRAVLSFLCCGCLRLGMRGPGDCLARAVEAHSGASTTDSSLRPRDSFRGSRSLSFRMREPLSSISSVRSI
S1P4 antag – S1P4 receptor antagonists, primary screen, cell-based | Sphingosine 1-phosphate receptor 4 (Homo sapiens), O95977 | S1P4-expressing cells, antagonist mode, reporter read-out | inhibition, % at 4.98 µM | 220,000 tested, 0.26% active; in the data active means inhibition above about 29%;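 further: 0% = wells stimulated with agonist and 100% = vehicle wells without agonist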
p97 inhibitor – inhibitors of human p97 ATPase, primary screen, biochemical; recombinant p97 ATPase, Kinase-Glo ATP luminescence, 3 h; inhibition, % at 8 µM; 220,000 tested, 0.42% active; in the data active means inhibition above about 15%;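 further: 0% = DMSO vehicle and 100% = wells lacking enzyme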
NPY-Y2 PAM-ag – NPY-Y2 potentiators or agonists, primary screen, cell-based | Neuropeptide Y receptor type 2 (Homo sapiens), P49146 | cells expressing NPY-Y2, potentiator/agonist read-out | activation, % at 3.6 µM | 220,000 tested, 0.45% active; in the data active means activation above about 27%;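 further: cells stimulated with NPY near EC25 plus isoproterenol at EC100; 0% = vehicle plus submaximal agonist and 100% = vehicle plus saturating agonist; some results beyond the cut were filed as inactive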
Target sequence (P49146 whole entry, looked up): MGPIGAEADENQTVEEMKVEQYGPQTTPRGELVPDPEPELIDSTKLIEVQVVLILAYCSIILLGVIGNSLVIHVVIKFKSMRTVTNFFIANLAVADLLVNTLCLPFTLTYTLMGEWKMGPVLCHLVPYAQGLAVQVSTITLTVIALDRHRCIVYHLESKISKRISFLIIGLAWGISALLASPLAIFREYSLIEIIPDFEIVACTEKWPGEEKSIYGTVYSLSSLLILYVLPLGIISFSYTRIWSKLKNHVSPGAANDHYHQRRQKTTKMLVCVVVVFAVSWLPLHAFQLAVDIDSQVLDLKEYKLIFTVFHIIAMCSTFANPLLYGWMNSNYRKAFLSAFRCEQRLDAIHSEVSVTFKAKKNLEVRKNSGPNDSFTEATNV
* marks the source's active call; other numbers are inactive results; / = no result given; [ ] = remark or other dose. Some of the compounds tested; count on the stated rates, not on these rows.

compound,S1P4 antag,EP2 mod,EP2 antag,NPY-Y2 PAM-ag,NPY-Y1 PAM-ag,eIF4E 4G PPI,S1P4 ag,NPY Y1 blocker,p97 inhibitor
Cc1c(NC(=O)CSc2ccc(Cl)cc2)cccc1-c1nc2ncccc2o1,-2,-31,4,13,-1,-7,1.9,3,2
CCCCNC(=O)c1onc(CSc2ccc(F)c(F)c2)c1C(=O)O,-1,32,15,-19,-9,-7,2.8,14,3
CCOC(=O)c1c(NC(=O)CSc2nnc(-c3ccncc3)n2Cc2ccco2)sc(C(C)=O)c1C,-13,/,/,10,5,/,-1.5,2,2
O=S(=O)(c1ccc(Oc2ccc(Br)cc2)cc1)N1CCOCC1,-16,-10,12,20,0,2,0.5,-6,3
COc1ccc(N/C(N)=N/c2nc(CSc3ccc(C)cc3)cc(=O)[nH]2)cc1,-15,16,4,0,17,-4,2.6,-2,-3
CC1CCCC(C)N1C(=O)COC(=O)c1ccc(O)cc1 (stereo unspecified),-3,4,15,-4,-28,-3,0.9,1,-5
Cc1cccc(NC(=O)c2ccccc2[N+](=O)[O-])n1,-11,0,11,2,1,0,-1.0,2,-6
O=S(=O)(c1ccc(OCC(O)CN2CCN(c3ccccc3O)CC2)cc1)N1CCOCC1 (stereo unspecified),13,-31,17,11,24,6,1.5,6,4
COc1ccc(NS(=O)(=O)c2cc(NC(=O)c3ccccc3F)ccc2N2CCCC2)cc1,-30,6,5,-19,3,1,-2.0,/,5
Cc1ccc(-c2csc(=Nc3cccnc3)n2CCCN2CCCC2=O)cc1C,-8,30,0,-8,-5,17,0.0,8,-1
Cn1c(CN2CCOCC2)nc2cc(NC(=O)COc3ccccc3)ccc21,-7,27,14,7,2,-1,1.6,9,-1
O=C(CCN1CCN(CCO)CC1)Nc1ccc(OCc2ccccc2)cc1,2,1,3,-4,-10,0,1.2,4,-2
COc1ccc(NC(=O)CSc2nc(C)cc(C(F)(F)F)n2)cc1,-4,-10,15,-17,-9,3[fluorescence artefact?],-2.7,4,0
O=C(CN1CCOCC1)Nc1ccc(Oc2ccccc2)cc1,-24,11,16,-16,-2,6,-1.9,-1,0
CC(C)S(=O)(=O)c1cnc(-c2ccccn2)nc1N,-22,-2,4,-8,16,3,0.6,/,5
O=C(CSc1ccccc1F)NC(=O)NCc1ccco1,-7,-9,6,5,1,6,-0.6,-5,-2
CCCN1CNC(=S)N(c2ccc(C)cc2C)C1,-15,-15,5,11,10,0,0.7,/,-2
O=C(c1ccc(F)cc1)n1ccc(-c2cnc(-c3ccccc3)s2)n1,-6,7,3,8,-4,4,-4.4,-4,6
COc1ccc(CN2CCCCC2c2cccnc2)c(OC)c1C (stereo unspecified),-11,/,2,0,5,/,-0.6,0,-4
C=C(C)C1CC=C(C)/C(=N/NC(=O)CNc2ccc(C)cc2C)C1 (stereo unspecified),1,-4,2,2,15,17[fluorescence artefact?],0.7,0,3
COCc1cc(C)nc(N2CCc3ccccc32)c1C#N,-21,43,14,-7,-4,2[fluorescence artefact?],2.1,2,-3
CC(=O)N/N=C(\C)c1cccc(NC(=O)c2cccs2)c1,-8,-12,9,5,-21,5,-1.2,0,-5
O=C(Nc1nnc(COc2ccc(Br)cc2)s1)c1ccco1,8,-8,5,-4,-14,5,-1.0,/,7
O=C(Cc1ncc(C(F)(F)F)cc1Cl)NCc1ccco1,-4,-20,4,3,13,1,0.7,-2,10
CCOC(=O)CNc1nc(Cl)nc(Nc2ccccc2)n1,-6,-37,8,4,8,4,0.6,9,9
Cc1ccc(N(Cc2ccccc2F)S(C)(=O)=O)c(C)c1,-27,41,4,-8,-13,1,0.4,4,-3
COCc1cc(C)nc(SCC(=O)Nc2ccc3c(c2)OCO3)c1C#N,-2,-16,9,-9,1,-3,-0.6,6,-6
COc1cccc(S(=O)(=O)Nc2ccc3sc(C)nc3c2)c1,-3,-14,7,-23,0,3,2.0,-1,-8
CN1CCN(C(=O)CN(C)S(=O)(=O)c2ccc3ccccc3c2)CC1,-8,-7,6,-9,1,-2,-1.8,2,-1
CCCCCCC(C)n1[nH]c(=O)c2c(C)cc(C)nc21 (stereo unspecified),-3,32,10,-22,-9,3,0.2,/,-5
COc1ccccc1N1CCN(C(=O)CSc2nc3ccccc3o2)CC1,-8,-33,4,-27,-21,7[fluorescence artefact?],0.2,11,-7
CNC(=O)c1ccccc1S(=O)c1ccccc1COC(C)=O (stereo unspecified),6,4,7,0,-14,-1,0.5,/,2
CSc1nnc(-c2ccccc2N=Cc2c(C)[nH]n(-c3ccc4ccccc4c3)c2=O)c(=O)[nH]1,-8,-9,7,-6,-13,7[fluorescence artefact?],1.8,6,-22
COC(=O)C1=C(C)NC(=O)CC1c1ccc(F)c(Br)c1 (stereo unspecified),-5,13,5,11,6,-2,-2.4,1,2
CC(=O)c1c(C(C)=O)c(C)n(-c2ccc3ncccc3c2)c1C,-3,23,6,4,2,-2,1.4,1,1
CCOc1cc(CNn2cn[nH]c2=S)cc(Cl)c1OCc1ccccc1F,-32,27,5,-1,4,3,-0.9,5,-4
COC(=O)CSc1nc(N)c2c3c(sc2n1)CCCC3,-19,14,11,8,27,-1,-0.9,-5,2
COc1ccc(OCC(O)CN(CCO)CC(O)Cn2ccc3ccccc32)cc1 (stereo unspecified),-7,-33,7,14,7,8,-0.1,-7,0
COc1ccc(-c2nnc(SCC(=O)Nc3cc(C)on3)o2)cc1,-1,-29,2,-2,16,-2,-0.9,1,-4
CC(C)COP(=O)(c1ccc(N(C)C)cc1)C(Nc1ccccc1)c1ccccc1 (stereo unspecified),-10,20,6,-5,-6,-4[fluorescence artefact?],1.5,5,1
COCCNC(=O)CN(C(=O)c1ccc(N2CCCC2)nc1)c1ccccc1,9,-2,8,10,10,-5,-1.0,-1,-4
COC(=O)C1C(=O)C=C(Nc2ccc(F)cc2F)CC1c1ccc(OC)cc1 (stereo unspecified),-9,-13,13,5,-7,7[fluorescence artefact?],0.7,5,-7
Cc1ccc(CCN2CC(C(=O)NCc3ccc4c(c3)OCO4)CC2=O)cc1 (stereo unspecified),-11,17,12,4,-1,2,-1.4,/,2
COc1cccc(CNC(=S)Nc2cc(OC)ccc2OC)c1,0,-48,4,3,6,1,0.1,5,0
Cc1cc(C(=O)NC(CC(C)C)C(=O)O)cc(C)c1[N+](=O)[O-] (stereo unspecified),-9,9,1,3,20,4,1.5,-3,2
Cc1ccc(S(=O)(=O)N2CCOC2C(Cl)(Cl)Cl)cc1 (stereo unspecified),-11,-23,7,4,13,1,-1.1,/,4
COC(=O)c1cnn2c(C(F)(F)F)cc(-c3ccco3)nc12,-17,38,6,-12,-13,11,0.9,1,-4
CC(C)(C)NC(=O)CSCc1ccc(Br)cc1,6,21,2,-15,-22,1,-0.1,2,2
CCOCCCn1c(=NC(C)=O)c(C#N)cc2c(=O)n3ccccc3nc21,-26,-2,9,5,15,3,25*,/,11
O=c1c2ccccc2nc(SCc2ccc([N+](=O)[O-])cc2)n1-c1ccc(Cl)cc1,2,18,8,-4,2,6,-0.9,-1,2

Not a retest: an excerpt of the list.
compound,S1P4 antag,EP2 mod,EP2 antag,NPY-Y2 PAM-ag,NPY-Y1 PAM-ag,eIF4E 4G PPI,S1P4 ag,NPY Y1 blocker,p97 inhibitor
CC(C)(C)NC(=O)CSCc1ccc(Br)cc1,6,21,2,-15,-22,1,-0.1,2,2
CCOCCCn1c(=NC(C)=O)c(C#N)cc2c(=O)n3ccccc3nc21,-26,-2,9,5,15,3,25*,/,11
O=c1c2ccccc2nc(SCc2ccc([N+](=O)[O-])cc2)n1-c1ccc(Cl)cc1,2,18,8,-4,2,6,-0.9,-1,2

More records:
compound,S1P4 antag,EP2 mod,EP2 antag,NPY-Y2 PAM-ag,NPY-Y1 PAM-ag,eIF4E 4G PPI,S1P4 ag,NPY Y1 blocker,p97 inhibitor
Cc1csc(NC(=O)c2cccn2C)n1,-7,-35,-3,14,19,-6,0.6,-1,-4
Cc1cc(C(=O)OCC(=O)Nc2nc(-c3ccccc3)cs2)c(C)o1,-2,19,-3,7,-21,-12,-0.6,9,5
CC(=O)OCCn1c(C)[n+](CCOC(C)=O)c2cc(Cl)c(Cl)cc21,-16,2,4,0,-18,7,0.2,5,3
CCCCn1c(CN2CCN(C(=O)OCC)CC2)nc2c1c(=O)[nH]c(=O)n2C,-12,5,2,-8,-19,2,-0.3,-3,-1
CCN(CC)C(=O)Nc1cnc2ccccc2c1,-9,-30,9,-13,-6,3,1.2,1,6
Cc1cccc(-c2nnc(SCC(=O)C(C)(C)C)n2C)c1,-6,-6,6,-7,-2,-2,1.0,/,2
O=C(NCc1ccco1)Nc1cccc([N+](=O)[O-])c1,-17,-17,3,11,7,-6,0.7,/,8
Cc1cc(C)n(C(=O)c2sc3cc(F)ccc3c2Cl)n1,-9,22,13,-22,-41,-6,1.6,-1,4
CC1CCN(CCCNC(=O)c2n[nH]c(=O)c3ccccc23)CC1,9,-8,8,16,9,2,0.9,-2,3
CCCCSc1nc2c(c(C(F)(F)F)c1C#N)CCC2,8,13,13,-21,-12,4,2.6,-2,4
Cc1ccc(CN2C(=O)CCC2C(=O)N2CCN(c3ccccc3)CC2)cc1 (stereo unspecified),-9,-31,4,1,-12,5,0.5,-1,-4
COc1cc(/C=N/NC(=O)CC23CC4CC(CC(C4)C2)C3)cc(Br)c1OCC(=O)N(C)C,-15,-38,3,10,20,-6[fluorescence artefact?],0.8,-4,2
COc1ccc(C2SCC(=O)N2c2c(C)n(C)n(-c3ccccc3)c2=O)cc1OC (stereo unspecified),-9,-11,5,-12,14,1,-1.9,1,3
COc1ccc(-c2nnc(S/C(=C/c3ccc(Cl)cc3)C(=O)O)o2)cc1,5,-23,4,-12,15,-2,0.9,6,9
Cc1cccc(Oc2nc(-c3ccncc3)nc3ccccc23)c1,6,71*,5,-31,-33,5,-1.8,/,-1
COCC1CCN(Cc2nc(Cc3ccccc3Cl)no2)CC1,11,-13,5,-1,-14,0,0.0,4,-5
CCOC(=O)N1CCN(Cc2nc(N)nc(Nc3ccccc3C)n2)CC1,8,18,12,-28,-18,1[fluorescence artefact?],1.0,6,-5
CCOC(=O)C(C)n1cnc2c(nnn2-c2ccc(OC)cc2)c1=O (stereo unspecified),-2,-9,4,0,1,1[fluorescence artefact?],3.0,-4,5
CC(NC(=O)c1cccc(F)c1)C(c1cccs1)N1CCN(C)CC1 (stereo unspecified),-8,-4,8,-2,8,6,1.8,7,3
Nc1nc(SCC(=O)N2CCCCC2)[nH]c(=O)c1NC(=O)c1cccs1,6,2,6,14,9,-3,-1.1,/,7
